p53 reactivator – qHTS assay for re-activators of p53 using a Luc reporter | actives 0.063% (n = 320,000) | Potency, µM (highest dose often 92.2 µM), for inactives: at the top dose activity change, positive = activation, usual class: activators | H1299 p53-A138V BP100-luciferase reporter, luminescence, 24 h; note: potency is the fitted concentration of half-maximal effect; % of control where 0% means no effect; nearly all actives have a fitted effect of over 45% in size
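H1299 (p53-null), stable ts p53-A138V + BP100-Luc; 1000 cells/well, Opti-MEM/10% FBS; cpd 4 pt, 1:5; 24 h, 37 deg C, 5% CO2; detection reagent 10 min RT; luminescence.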
B2AR arrestin – qHTS assay of beta-arrestin-biased ligands of beta2-adrenergic receptor | beta-arrestin recruitment to beta2AR, cell-based reporter | AID 492947, 2010 | Beta-2 adrenergic receptor (Homo sapiens), P07550 | actives 0.02% (n = 330,000) | Potency, µM (series often up to 46.1 µM), for inactives: at the top dose activation, hits mostly activators;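 note: potency is the fitted concentration of half-maximal effect; 0% = DMSO controls and full agonism = EC100 isoproterenol or metaproterenol; nearly all actives have a fitted effect of over 65% in size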
Target sequence (P07550 whole entry, looked up): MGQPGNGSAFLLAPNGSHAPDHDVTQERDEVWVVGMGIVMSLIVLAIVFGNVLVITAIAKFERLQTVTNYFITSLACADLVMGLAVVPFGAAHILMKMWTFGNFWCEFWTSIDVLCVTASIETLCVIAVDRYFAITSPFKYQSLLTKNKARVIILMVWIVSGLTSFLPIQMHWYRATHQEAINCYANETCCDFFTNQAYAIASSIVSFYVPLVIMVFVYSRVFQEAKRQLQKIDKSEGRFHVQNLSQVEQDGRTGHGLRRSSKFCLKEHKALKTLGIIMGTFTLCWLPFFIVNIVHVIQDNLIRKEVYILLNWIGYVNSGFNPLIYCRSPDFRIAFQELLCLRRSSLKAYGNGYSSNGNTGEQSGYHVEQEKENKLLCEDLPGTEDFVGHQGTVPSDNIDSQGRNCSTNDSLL
ELG1 DNA repair – qHTS screen for small molecules that inhibit ELG1-dependent DNA repair in human embryonic kidney (HEK293T) cells expressing luciferase-tagged ELG1; HEK293T ELG1-luciferase reporter, luminescence, 16 h; DNA damage induced by 5-fluorouridine; Potency, µM (series often up to 46.1 µM), without a hit: at the highest dose activity change, negative = inhibition, actives largely listed as inhibitors; actives 2.3% (n = 330,000); AID 504467, 2011; note: potency is the fitted concentration of half-maximal effect; % is set by controls: 0 for no effect and ±100 for the full control effect; nearly all actives have a fitted effect of over 55% in size
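Step one: seed 2,000 cells per well. Step two: pin-transfer compound or DMSO alongside 5-fluorouridine. Step three: incubate 16 hr, 37 °C, 5% CO2. Step four: add ONE-Glo, wait 30 min, read luminescence.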
a7 integrin act – qHTS for Activators of Integrin-Mediated Alleviation for Muscular Dystrophy; Potency, µM (highest dose often 38.3 µM), without a hit: at the highest dose activation, usual class: activators; actives 0.064% (n = 350,000); alpha7betagal myoblasts, beta-gal FDG fluorescence, 48 h;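 note: potency is the fitted concentration of half-maximal effect; 100% = response of the positive control SU9516; nearly all actives have a fitted effect of over 60% in size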
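Alpha7betagal+/- myoblasts (passage 13) were plated 16-24 hr, then exposed to compounds (1:260 dilution of DMSO stock) for 48 hours at 37C. After MPER lysis, β-galactosidase reporter activity was read as FDG fluorescence (ex 480/em 540) after 30 minutes.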
TSG101-PTAP inh – qHTS Assay for Iinhibitors of HIV-1 Budding by Blocking the Interaction of PTAP/TSG101 | Tumor susceptibility gene 101 protein (Homo sapiens), Q99816 | Fluorescence polarization, FITC-PTAP peptide / Tsg101 binding | Potency, µM (highest dose often 115 µM), for the others: at the top dose activity change, negative = inhibition, hits mostly inhibitors | 340,000 tested, under 10 active | AID 493005, 2010; active = well fitted inhibition curve with a large enough effect in the main read-out, with a control signal flat, not every such curve was filed as active; inconclusive = small, poorly fitted or top-dose-only effect, or effect the other way, or a change in a side signal; inactive = no such curve, though single readings can be large or run the other way; note: potency is the fitted concentration of half-maximal effect; % of control where 0% means no effect
Target sequence (Q99816 whole entry, looked up): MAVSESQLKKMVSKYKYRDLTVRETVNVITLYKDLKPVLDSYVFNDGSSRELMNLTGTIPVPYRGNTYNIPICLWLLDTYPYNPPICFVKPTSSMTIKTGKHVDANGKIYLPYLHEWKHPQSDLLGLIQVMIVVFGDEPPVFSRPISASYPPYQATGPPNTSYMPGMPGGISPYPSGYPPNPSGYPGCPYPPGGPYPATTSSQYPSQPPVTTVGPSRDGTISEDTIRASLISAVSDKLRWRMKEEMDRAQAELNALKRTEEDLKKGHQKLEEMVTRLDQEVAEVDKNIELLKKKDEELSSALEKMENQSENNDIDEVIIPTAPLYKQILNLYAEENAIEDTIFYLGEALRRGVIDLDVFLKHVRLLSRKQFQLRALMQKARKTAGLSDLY
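Fluorescence anisotropy tracks displacement of a FITC-tagged PTAP peptide (50 nM) from the Tsg101 binding domain (10 uM), following a 20 min room-temperature incubation at pH 7.5.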
BRCA1 expr up – qHTS Assay to Identify Small Molecule Activators of BRCA1 Expression | Potency, µM (top dose mostly 46.1 µM), for the others: at the top dose activation, usual class: activators | actives 1.1% (n = 380,000) | MCF7-BRCA1-FFLuc reporter, luminescence, 48 h; response scale: scaled: vehicle 0%, 10 µM genistein 100%; note: potency is the fitted concentration of half-maximal effect; nearly all actives have a fitted effect of over 80% in size; some results filed as inactive show a strong effect at the top dose
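Cells: MCF7-BRCA1-FFLuc, 2000/well. Exposure: 48 h, 37 °C, 5% CO2. Read: luminescence, 15 min post-substrate. Controls: genistein 10 microM (maximal activation), DMSO (neutral).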
TCR act – Activators of T cell receptors: qHTS campaign | primary human leukocytes, anti-CD3, IL-2 HTRF, 48 h | Potency, µM (highest dose often 9.22 µM), for inactives: at the top dose activation of IL-2 secretion, usual class: activators | 330,000 tested, under 10 active | AID 504894, 2011; note: % of control where 0% means no effect
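Compounds are tested in HTS on primary human leukocytes co-incubated with a-CD3 beads for 48 hr. IL-2 output is measured by time-resolved FRET.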
AT treatment – qHTS Assay for Identifying a Potential Treatment of Ataxia-Telangiectasia; […] A-T fibroblasts, KAP-1 phosphorylation AlphaLISA; neocarzinostatin DNA damage 30 min before lysis; Potency, µM (highest dose often 57.5 µM), for the others: top-dose activation, most hits filed as activators; actives 0.19% (n = 320,000); note: potency is the fitted concentration of half-maximal effect; % of control where 0% means no effect; nearly all actives have a fitted effect of over 45% in size
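ATM-like activity read as KAP-1 phosphorylation via AlphaLISA donor/acceptor antibody pairs after lysis and 6 hr at 25C. Cells were ATM-null patient fibroblasts ([…], hTERT), dosed 60 min, then exposed to the DSB inducer NCS for 30 min.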
TRPV1 ag – HTS Assay for Compounds that Act as Agonists of the Vanilloid Receptor 1; TRPV1-expressing cells, Fluo-8 calcium influx, agonist mode; Transient receptor potential cation channel subfamily V member 1 (Homo sapiens), Q8NER1; activation, % at 8.33 µM; actives 0.19% (n = 320,000); AID 540275, 2011; in the data active = activation above about 80%; inconclusive = between about 30% and that limit; note: 0% is about no effect
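TRPV1-expressing cells were cultured overnight at 35.5C and loaded with Fluo-8 calcium dye for 40 to 90 min at room temperature. After a 10 s baseline, compound was added and calcium influx was read kinetically for 3 min (ex 480/em 520 nm).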
MLL CXXC-DNA inh – qHTS Fluorescence Polarization Assay for Inhibitors of MLL CXXC domain - DNA interaction; Histone-lysine N-methyltransferase 2A (Homo sapiens), Q03164; Potency, µM (series often up to 115 µM), for inactives: top-dose activity change, negative = inhibition, most hits filed as inhibitors; actives 0.037% (n = 290,000); MLL-CXXC / FITC-HOXA9 DNA fluorescence polarization; active = well fitted inhibition curve with a large enough effect in the polarisation, with a control signal flat, not every such curve was filed as active; inconclusive = small, poorly fitted or top-dose-only effect, or effect the other way, or a change in a side signal; inactive = no such curve, though single readings can be large or run the other way; the % refers to the polarisation; note: potency is the fitted concentration of half-maximal effect
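Purified MLL-CXXC (added from a 7 uM solution) was preincubated 5 min at ambient with pinned compounds in 50 mM Tris-HCl pH 7.5, 50 mM NaCl, 1 mM DTT, 0.05% BSA. Fluorescein-labeled HOX-A9 DNA (50 nM solution) followed, 30 min, then polarization read.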
Starred values were filed as active, the others as inactive; ? = inconclusive; nt = no result given; & = joins results of further samples; [ ] = another dose, or the depositor's remark. Unless noted, calls come from the whole dose curve; as a rule, active = well fitted curve in the direction sought with a large enough effect; inconclusive = small, poorly fitted or top-dose-only effect, or another doubt; inactive = no such curve, though single readings can be large; an effect the other way counts as inactive or inconclusive.

SMILES	p53 reactivator	B2AR arrestin	ELG1 DNA repair	a7 integrin act	TSG101-PTAP inh	BRCA1 expr up	TCR act	AT treatment	TRPV1 ag	MLL CXXC-DNA inh
COc1ccc(N2C(=O)C(CC(=O)Nc3ccccc3)N(Cc3ccccn3)C2=S)cc1 (stereo not given)	3%	-0.4%	2%	-10%	-2%	-7%	nt	-3%	10	9%
Cc1c(N(C)C(=O)c2ccco2)c(=O)n(-c2ccccc2)n1C	4%	-0.1%	26%	-4%	1%	26%	nt	1%	-2	7%
COc1cccc(NC2=CC(=O)CC(C)(C)C2)c1	-3%	0.2%	8%	?	-2%	10%	nt	-6%	4	4%
Cc1c(NC(=O)[C@@H](NC(=O)c2ccc(Cl)c([N+](=O)[O-])c2)C(C)C)c(=O)n(-c2ccccc2)n1C	2%	0.1%	21%	-39%	4%	-28%	1%[46.1 µM]	0%	nt	nt
CCN(CC)S(=O)(=O)c1ccc(NCC2COc3ccccc3O2)c([N+](=O)[O-])c1 (stereo not given)	-11%	0.2%	?	0%	0%	-13%	-12%[46.1 µM]	-11%	-2	1%
CC(C)c1c(C(=O)N/N=C/c2ccccc2OCc2c(F)cccc2Cl)nnn1-c1nonc1N	20%	-1.0%	-6%	0%	6%	-56%	1%	5%	0	8%
CC(=O)Nc1c(C(=O)N2CCN(c3ccccn3)CC2)cnn1-c1ccc(C)cc1	-4%	-1.1%	-2%	17%	4%	10%	2%[46.1 µM]	-2%	3	9%
O=c1cc(CNC2CCCCC2)c2ccccc2[nH]1	-4%	0.1%	6%	4%	-5%	12%	-2%	11%	0	-1%
C[C@]12c3[nH]c4ccccc4c3CCN1C(=O)C(CC(=O)NCCCn1ccnc1)C[C@@H]2C(=O)N1CCCCC1 (stereo not given in full)	-5%	0.0%	12%	14%	-6%	-33%	-1%	42%	nt	nt
Cc1cc(S(=O)(=O)Nc2ccc3ccccc3c2)c(C)s1	-3%	-0.9%	-13%	-14%	-3%	-95%	4%	8%	12	2%
CC(C)[N+](C)(CCOC(=O)C1c2ccccc2Oc2ccccc21)C(C)C	3%	0.8%	10%	nt	-3%	-6%	11%	8%	0	4%&-1%&-7%
O=C(Cc1ccc(-c2ccccc2)cc1)NCc1ccccc1	4%	-0.8%	24%	25%	0%	-65%	-7%[46.1 µM]	-2%	0	0%
CCc1ccccc1NC(=O)c1ccc(Cn2cc([N+](=O)[O-])cn2)cc1	-5%	-0.4%	-12%	0%	1%	-2%	-2%[46.1 µM]	0%	3	3%
COc1cccc2sc(Nc3nnc(-c4cccs4)o3)nc12	?	0.3%	?	-30%	-1%	-9%	-11%	-1%	0	24%
OCC1OC(n2cnc3c(SCc4ccccc4)nc(F)nc32)C(O)C1O (stereo not given)	nt	nt	nt	10%	-2%	-3%	-2%	nt	nt	nt
COc1ccc(C(=O)N/N=c2\oc3ccccc3cc2C(N)=O)cc1	4%	0.1%	?	0%	-4%	-1%	1%	6%	4	2%
COc1ccc(S(=O)(=O)N2CCN(Cc3ccc(OC)c(OC)c3)CC2)cc1	-14%	-0.1%	?	13%	0%	-29%	nt	2%	2	-4%
Cc1cc(-c2ccc(C(C)C)c(S(=O)(=O)N3CCN(c4ccccn4)CC3)c2)on1	7%	0.0%	16µM*	-17%	-1%	-24%	3%	0%	?	-5%
Cc1sc(NC(=O)CSc2nnc(CCNC(=O)c3cccs3)n2C)nc1-c1ccccc1	-8%	-0.3%	16µM*	-23%	-1%	0%	-1%[46.1 µM]	-10%	-1	12%
O=C(c1ccc(S(=O)(=O)N2CCCCCC2)cc1)N1CCN(c2ccccc2)CC1	1%	0.0%	?	-13%	0%	0%	6%	-1%	0	-6%
Clc1ccc(NCc2ccsc2)cc1	25%	-0.3%	13%	nt	nt	nt	nt	12%	-2	1%
CCOC(=O)c1ccc([N+](=O)[O-])c(CS(=O)(=O)c2ccc(Cl)cc2)c1	4%	0.5%	-8%	?	-6%	13%	2%	-23%	22	-2%
COc1cccc(N(C(=O)C2CSC(=O)C2)C(C(=O)NC(C)(C)C)c2ccncc2)c1 (stereo not given)	-1%	0.1%	5%	14%	-3%	-9%	2%	4%[11.5 µM]	0	0%
Cc1cccc(C)c1OCC(=O)N/N=C/c1cc2c(cc1[N+](=O)[O-])OCO2	-3%	-0.4%	?	17%	-4%	0%	2%	nt	0	-2%
CC1CCCCC1NS(=O)(=O)c1ccc(S(=O)(=O)N2CCN(CCC#N)CC2)cc1 (stereo not given)	-4%	-0.2%	12%	9%	0%	-16%	6%	-6%	4	-3%
O=C(Nc1cccc(C(=O)Nc2ccccc2F)c1)c1ccccc1	5%	-1.1%	-15%	2%	0%	22%	3%	-11%	14	43%[activator]
Cc1c(Cl)cc(-n2cnnn2)cc1[N+](=O)[O-]	-1%	0.3%	-1%	12%	-1%	-12%	3%	2%	10	0%
Cc1ccc(NC(=O)c2ccc(NCCCN3CCOCC3)c([N+](=O)[O-])c2)cc1Cl	-9%	-0.4%	18µM*	-36%	-1%	-41%	-1%[46.1 µM]	-7%	-2	-5%
Cc1nc(N)c(C#N)c(-c2cccnc2)c1-c1ccccc1	0%	0.5%	?	-16%	-2%	40%	-6%	-20%	-1	-6%
COc1ccc(NC(=O)c2nc[nH]c2C(=O)N[C@@H](C)C(=O)OC(C)(C)C)cc1	3%	-0.7%	-26%	0%	1%	-33%	-2%	-9%	11	1%
O=C(COc1ccc2c(-c3ccccc3)cc(=O)oc2c1)Nc1cccnc1	17%	0.4%	?	12%	-7%	14%	3%	-4%	-1	22%
NC(N)=Nc1nc(CSCC/C(N)=N/S(N)(=O)=O)cs1	3%	-0.2%	-1%	nt	-3%	0%	-1%	18%	0	1%&-1%
O=C(Nc1ccc(F)cc1)N1CCN(c2ccc3nnc(-c4ccc(F)cc4)n3n2)CC1	-1%	0.2%	7.3µM*	-2%	-5%	-32%&-39%	-1%	-7%	4	-2%
O=S(=O)(c1ccc2c(c1)OCCO2)N1CCN(Cc2ccc3c(c2)OCO3)CC1	11%	-0.4%	-10%	-6%	-7%	-6%	2%	-6%	13	6%
CN1/C(=C\C=O)C(C)(C)c2ccccc21	-3%	-0.1%	-1%	-63%[inhibitor]	1%	11%	-7%	4%	0	8%
Cc1ccc(S(=O)(=O)NCCC(=O)NCC(c2cccs2)N2CCOCC2)cc1 (stereo not given)	1%	0.0%	?	-4%	0%	13%	-64%	-4%	12	nt
CCCCS(=O)(=O)N1CCCC(C(=O)Oc2ccccc2)C1 (stereo not given)	nt	0.2%	2%	-51%[inhibitor]	-3%	1%	4%	4%	1	-2%
C=CCNc1nc(C(=O)OCC(=O)N(Cc2ccccc2)C(C)C)cs1	-5%	0.1%	18%	15%	-5%	-13%	4%	-8%	-4	nt
CC(C)(C)c1cc(CCC(=O)NNC(=O)c2ccncc2)cc(C(C)(C)C)c1O	21%	0.2%	21%	18%	-6%	1%	1%	9%	?	nt
CCn1c(SCC(=O)NCC2CCCO2)nc2ccccc21 (stereo not given)	3%	0.2%	6%	-33%	-7%	-3%	3%	-10%	0	nt

Individual results from above.
C=CCNc1nc(C(=O)OCC(=O)N(Cc2ccccc2)C(C)C)cs1 @ B2AR arrestin: 0.1%
CC(C)(C)c1cc(CCC(=O)NNC(=O)c2ccncc2)cc(C(C)(C)C)c1O @ BRCA1 expr up: 1%

Next part:
SMILES	p53 reactivator	B2AR arrestin	ELG1 DNA repair	a7 integrin act	TSG101-PTAP inh	BRCA1 expr up	TCR act	AT treatment	TRPV1 ag	MLL CXXC-DNA inh
O=C(c1ccc2ncsc2c1)N1CCN(c2cccc(C(F)(F)F)c2)CC1	-7%	-0.9%	-8%	-26%	-6%	10%	0%	2%	0	nt
COc1ccc(-c2noc(CSc3nnc(-c4ccncc4)n3-c3ccc(F)cc3)n2)cc1OC	-6%	2.8%	?	-6%	3%	-18%	2%	-1%	-2	-1%
CC(=O)c1ccc(OCC(O)CN2CCN(CCN3C(=O)c4cccc5cccc(c45)C3=O)CC2)cc1 (stereo not given)	-18%	0.1%	23µM*	-23%	2%	-10%	-3%[46.1 µM]	8%	1	2%
CC(C)Nc1oc(Cc2cccc3ccccc23)nc1C#N	-4%	-0.6%	-6%	3%	0%	-4%	4%	3%	?	7%

Bioassay records: PubChem BioAssay, National Center for Advancing Translational Sciences (NCATS)
